KDM5B inh: Primary screen for KDM5B Histone Demethylases FDH-coupled qHTS. Lysine-specific demethylase 5B (Homo sapiens), Q9UGL1. KDM5B demethylase, FDH-coupled NADH fluorescence (FDH is formaldehyde dehydrogenase). Potency, µM (series often up to 57.7 µM), without a hit: at the highest dose activity change, negative = inhibition, most hits filed as inhibitors. hit rate 2.6% among 220,000; active means well fitted inhibition curve with a large enough effect; inconclusive means small, poorly fitted or top-dose-only effect; inactive means no such curve, though single readings can be large or run the other way; further: 0% is about no effect; nearly all actives have a fitted effect of over 70% in size
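qHTS format, multiple compound concentrations. Buffer 50 mM HEPES pH 7.5/0.01% Tween-20; 200 nM KDM5BΔAP final; 10 min compound preincubation; substrate-mix levels 12.5 µM peptide, 25 µM α-KG, 0.25 mM NAD⁺; 30 min RT; ΔRFU.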
An asterisk follows results filed as active; [ ] = another dose, or the depositor's remark. Potency means the concentration at half of the fitted maximal effect. The list is partial; the hit share may differ from the screen's.

Start of the data: the first 5 compounds (preview)
Cc1nc(CC(=O)Nc2ccc(C(N)=O)cc2)cs1 was read as KDM5B inh -4.4%.
`Cc1cccc(CN(C(=O)c2ccco2)c2ccc(CC(=O)NC(C)C)cc2)c1` gave KDM5B inh 3.5%.
For COC(=O)c1cnn(-c2ccc(C(=O)Nc3cccc(Cl)c3C)cc2)c1N the results were KDM5B inh 2.6%.
`COc1cc(Cl)c(C)cc1NC(=O)Cn1cccc1-c1nc(-c2ccc(F)cc2)no1` gave KDM5B inh 18.4%.
For CCc1ncc(/C=C2\C(=O)Nc3ccccc32)[nH]1 the results were KDM5B inh 10.1%.

The listing, repeating the preview:
Cc1nc(CC(=O)Nc2ccc(C(N)=O)cc2)cs1 was read as KDM5B inh -4.4%.
`Cc1cccc(CN(C(=O)c2ccco2)c2ccc(CC(=O)NC(C)C)cc2)c1` gave KDM5B inh 3.5%.
For COC(=O)c1cnn(-c2ccc(C(=O)Nc3cccc(Cl)c3C)cc2)c1N the results were KDM5B inh 2.6%.
`COc1cc(Cl)c(C)cc1NC(=O)Cn1cccc1-c1nc(-c2ccc(F)cc2)no1` gave KDM5B inh 18.4%.
For CCc1ncc(/C=C2\C(=O)Nc3ccccc32)[nH]1 the results were KDM5B inh 10.1%.
For O=C(CSc1c2c(nc3ccccc13)CCC2)Nc1cccc(C(F)(F)F)c1 the results were KDM5B inh 11.1%.
O=C(NC1CCCN(c2cc(-c3ccccc3)[nH]n2)C1)c1cnccn1 (stereo unspecified) was read as KDM5B inh 0.2%.
Screening CCOc1ccccc1-n1c(N)c(C(=O)OC)c2nc3ccccc3nc21 returned KDM5B inh inactive.
`Cc1ccc(C(O)Cn2ccn3nc(-c4ccc(F)cc4)cc3c2=O)cc1` (stereo unspecified) gave KDM5B inh 14.1µM*.
Screening O=C(c1ccc(F)cc1)N1CCC2(CC1)C(=O)NCN2Cc1ccc(Cl)cc1 returned KDM5B inh -9.5%.
For O=C(NCCc1cnc[nH]1)c1cn(CCC2CCCCN2)nn1 (stereo unspecified) the results were KDM5B inh inconclusive.
For CCOC(=O)c1c(NC(=O)COc2cc(C)ccc2C(C)C)sc2c1CCCC2 the results were KDM5B inh 3.8%.
`Cc1cccc(-c2noc(CNC(=O)COc3cc(C)cc(C)c3C)n2)c1` gave KDM5B inh -9.9%.
O=C(Cc1ccc(F)cc1)N1CCC2(CC1)CC(=O)N(c1ccccc1)c1ccccc1O2 was read as KDM5B inh 19.1%.
`CCOCCCNC(=O)Cn1c(=O)c2c(ncn2CCOC)n(Cc2ccccc2)c1=O` gave KDM5B inh -1.6%.
For Cc1cccc(-c2ocnc2C(=O)N2CCN3CCS(=O)(=O)N(C4CC4)C(=O)C3C2)c1 (stereo unspecified) the results were KDM5B inh 12.6%.
`CC(=O)N/N=C/c1cc(Cl)ccc1OCCOCCOc1ccc(C)cc1` gave KDM5B inh 3.2%.
CN1CCN(C(=O)CCC[C@@H]2[C@H]3CCCN4CCC[C@@H](CN2C(=O)c2cccnc2)[C@@H]34)CC1 was read as KDM5B inh -25.1%.
Cn1cnc(S(=O)(=O)N2CCCC(Cc3noc(-c4ccccc4)n3)C2)c1 (stereo unspecified) was read as KDM5B inh 4.6%.
For COCC(=O)N1CC[C@@H](CC(=O)O)[C@@H](CC2=NCCc3cc(OC)ccc32)C1 the results were KDM5B inh inconclusive.
Screening O=C(Nc1ccccc1)Nc1c(NC2CCCC2)c2ccccc2oc1=O returned KDM5B inh 9.3%.
Screening O=[N+]([O-])c1cccc(/C=C/c2nc3nc4ccccc4nc3n2-c2cccc(C(F)(F)F)c2)c1 returned KDM5B inh 6.0%.
For O=C(O)C(Cc1ccco1)n1cc(-c2nccs2)nn1 (stereo unspecified) the results were KDM5B inh -9.7%.
`CCC(=O)NC1CCN(c2cnn(CC)c(=O)c2)CC1` gave KDM5B inh 14.9%.
Nc1ncccc1CN1CCC2(CC1)COCCN2C(=O)OCc1ccccc1 was read as KDM5B inh -10.1%[86.2 µM].
For Cc1noc(C)c1Cn1cc2c3c(cccc31)[C@H](CC(C)C)N[C@H](C(=O)NCc1ccco1)C2 the results were KDM5B inh inconclusive.
`COc1ccc(-c2ccc3c(c2)C(=O)N2CC[C@H](NC(=O)C4CCCC4)[C@H]2C(=O)N3)c(OC)c1` gave KDM5B inh 31.6µM*.
For COc1cc(OC)cc(-n2c(=O)c3ccccc3n(Cc3ccccc3C#N)c2=O)c1 the results were KDM5B inh -17.2%.
Screening CC(=O)Nc1ccc(-c2ccc(=O)n3c2[C@@H]2C[C@@H](CN(C(=O)c4ccc(F)cc4)C2)C3)cc1 returned KDM5B inh inconclusive.
`CCCCS(=O)(=O)CC(=O)O` gave KDM5B inh -8.8%.
`Cc1ccc(N(C(=O)CNC(=O)c2ccco2)C(C(=O)NCC2CCCO2)c2ccccc2)c(C)c1` (stereo unspecified) gave KDM5B inh -16.7%.
`Cc1ccc(CSC2=NCCN2S(=O)(=O)c2ccc(F)cc2)cc1` gave KDM5B inh -22.8%.
Cc1nn(C)c(C)c1CCN(C)C(=O)C1CCCCC(=O)N1 (stereo unspecified) was read as KDM5B inh 29.6%.
Screening O=C(O)c1csc2c1sc1ccccc12 returned KDM5B inh 272.9%[activator].
CC(=O)c1ccc(NC(=O)CCn2nc(C)c(S(=O)(=O)N3CCC(C)CC3)c2C)cc1 was read as KDM5B inh -5.1%.
Screening CC(C)CCN(C(=O)CN1CCc2ccccc21)c1c(N)n(Cc2ccccc2)c(=O)[nH]c1=O returned KDM5B inh 13.1%.
COc1ccc(NC(=S)Nc2cc(C)[nH]n2)cc1Cl was read as KDM5B inh inconclusive.
Cn1nc(C(C)(C)C)cc1NC(=O)Nc1ccc(Cl)cc1 was read as KDM5B inh 8.9%.
Screening COc1cccc(/C=N/n2c(C3CCCCC3)n[nH]c2=S)c1O returned KDM5B inh inconclusive.
`CCOC(=O)c1c(NC(=O)C(C)Sc2cn(CCNC(=O)c3ccc(OCC)cc3)c3ccccc23)sc2c1CCC2` (stereo unspecified) gave KDM5B inh -3.8%.
`Cc1nc(CNC(=O)c2csc(-c3ccc(C(F)(F)F)cc3)n2)no1` gave KDM5B inh 27.6%.
Cc1ccc(C(=O)NNC(=O)C2CCCCC2)cc1Cl was read as KDM5B inh 25.7%.
CN(C)CCNC(=O)Cn1nc(N2CCN(c3ccccc3)CC2)ccc1=O was read as KDM5B inh -15.6%.
`COC[C@@H]1CN(c2ncccn2)C[C@H]1C(=O)N(C)Cc1cn(C)nc1C` gave KDM5B inh 14.1µM*.
Screening O=C(c1ccccn1)N1CC(Oc2ccc(F)c(F)c2)C1 returned KDM5B inh 5.0%[149 µM].
CN(Cc1cccnc1)Cc1nc(C2(O)CCN(CC3CC3)CC2)cs1 was read as KDM5B inh 5.0%[86.2 µM].
For COc1ccccc1OCc1nnc(C(=O)N2CCC[C@@H]2C(c2ccccc2)c2ccccc2)n1-c1ccccc1 the results were KDM5B inh -18.1%.
`CCOC(=O)c1ccc(NC(=O)Cn2c3ncccc3c(=O)n2-c2ccc(C)c(C)c2)cc1` gave KDM5B inh inconclusive.

Two neighbouring records already listed, quoted:
`COC[C@@H]1CN(c2ncccn2)C[C@H]1C(=O)N(C)Cc1cn(C)nc1C` gave KDM5B inh 14.1µM*.
Screening O=C(c1ccccn1)N1CC(Oc2ccc(F)c(F)c2)C1 returned KDM5B inh 5.0%[149 µM].

(list continues)
For CCCn1nc(C(=O)Nc2ccc3c(c2)OCCO3)c2ccccc2c1=O the results were KDM5B inh -0.2%.
For Cc1cc(CN2CCC3(CC(c4cccc(C(F)(F)F)c4)=NO3)C2)no1 (stereo unspecified) the results were KDM5B inh 7.8%[115 µM].
`CCCn1nc(C(=O)NN2C(=O)NC3(CCCCC3)C2=O)c2ccccc2c1=O` gave KDM5B inh 11.4%.
For COc1ccc(CC(=O)N2Cc3[nH]cnc3C[C@H]2c2nc(-c3ccc4ccccc4c3)no2)cc1 the results were KDM5B inh -12.4%.
Screening CCOc1ccccc1CN1CCc2nc(N3CCN(C)CC3)[nH]c(=O)c2CC1 returned KDM5B inh -0.6%.
For CCCc1nnc(NC(=O)Cn2nc3c(cc2=O)CCCCC3)s1 the results were KDM5B inh 13.4%.
COc1cc(NC(=O)CN(C)CCOc2ccccc2)c(C)cc1[N+](=O)[O-] was read as KDM5B inh 3.8%.
`O=C(c1cccc(OC(F)(F)F)c1)N1CCN(c2cc(-c3ccc(F)cc3)[nH]n2)CC1` gave KDM5B inh -4.7%.
For O=C(NC1CCCN(c2cc(-c3ccccc3)[nH]n2)C1)c1cc(F)ccc1F (stereo unspecified) the results were KDM5B inh -36.0%.
Cc1cc(-c2ccc(C)c(S(=O)(=O)N3CCN(c4cccc(C(F)(F)F)c4)CC3)c2)on1 was read as KDM5B inh -1.2%.
`CCOc1c(Br)cc(/C=C(/C#N)C(=O)OCCOC)cc1OC` gave KDM5B inh 22.2%.
Cc1ccc(C(=O)NCc2ccccc2)o1 was read as KDM5B inh 5.8%.
Screening CCN(CC(=O)N(C)C)Cc1ccc(F)c2cccnc12 returned KDM5B inh -10.4%.
COc1ccc(C(=O)NCCC2CCN(C(=O)Nc3cc(F)ccc3F)CC2)cc1OC was read as KDM5B inh 17.7%.
Cc1ccc(C(=O)N2CCC3(CN[S+](=O)([O-])c4ccccc4N3)C2)cc1 (stereo unspecified) was read as KDM5B inh -12.1%.
For CCCCSCCCNC(=O)CN1C(=O)COc2ccc(S(=O)(=O)N3CCC(C)CC3)cc21 the results were KDM5B inh -25.5%.
`O=C1NCCCCCCN(C(=O)Nc2ccccc2F)[C@H]2C[C@H](c3nc(-c4cccnc4)no3)C[C@@H]12` gave KDM5B inh 9.1%.
`COc1ccccc1CN1CC[C@@H]2CN(S(C)(=O)=O)[C@@H]2C1` gave KDM5B inh -5.1%.
For Cc1nc(C)c(C(=O)N2CCCN(S(C)(=O)=O)C(c3ccccc3)CC(=O)NCC2)s1 (stereo unspecified) the results were KDM5B inh 9.3%.
`O=C(c1ccc(S(=O)(=O)NCc2cccs2)cc1)N1CCCC1` gave KDM5B inh 17.2%.
Screening O=C(NCC1Cn2cccc2C(=O)N1Cc1ccccc1)c1ccc2ncccc2c1 (stereo unspecified) returned KDM5B inh -13.6%.
`COc1cc(NC(=S)N[C@H]2CO[C@H]3[C@@H]2OC[C@H]3OC(=O)Nc2ccccc2)cc(OC)c1` gave KDM5B inh -30.4%.
COc1ccc(-c2cc(N3CCCC(NC(=O)c4cccc(OC)c4OC)C3)n[nH]2)cc1 (stereo unspecified) was read as KDM5B inh -44.1%.
Screening COc1ccccc1NC(=O)C1=CCN(Cc2ccccc2F)CC1 returned KDM5B inh -15.8%.
O=C(CSc1ccc(-c2ccccn2)nn1)c1ccc([N+](=O)[O-])cc1 was read as KDM5B inh 17.0%.
`COc1ccc(CCNC(=O)C(=O)NCC(c2ccc3c(c2)OCO3)N2CCOCC2)cc1OC` (stereo unspecified) gave KDM5B inh -8.3%.
O=C(Cn1cnc2c(Cl)cc(Cl)cc2c1=O)N(C1CCCC1)C1CCS(=O)(=O)C1 (stereo unspecified) was read as KDM5B inh 11.5%.
Screening CC1=C(C)CC(C(=O)N2CCCC2)C(C(=O)O)C1 (stereo unspecified) returned KDM5B inh 10.5%.
`O=C(NC1CCCC(C(F)(F)F)C1)c1ccsc1` (stereo unspecified) gave KDM5B inh -5.0%.
CCOC(=O)C1CCN(C(=O)CSc2nnc(-c3ccc(C)cc3)n2N)CC1 was read as KDM5B inh 11.8%.
For CC(=O)N1c2ccc(S(=O)(=O)N3CCC(C(=O)Nc4cccc(Cl)c4C)CC3)cc2CC1C (stereo unspecified) the results were KDM5B inh 10.1%.
COc1ccc(C2c3c(-c4ccc(F)cc4)n[nH]c3C(=O)N2c2ccccc2)cc1OC (stereo unspecified) was read as KDM5B inh -25.8%.
For CCNC(=O)NC(=O)CN(C)c1ccccc1F the results were KDM5B inh 11.2%.
`CCC(=O)N1CC(C(N)=O)C2(CCOCC2)C1` (stereo unspecified) gave KDM5B inh -18.9%.
Screening COCCCNC(=O)c1ccc(-n2c(-c3ccccc3)cc3c2CCCCC3)cc1 returned KDM5B inh -15.0%.
`CC(C)c1nnc(C2CN(C(=O)C3CCCCC3)CC23CCOCC3)o1` (stereo unspecified) gave KDM5B inh 11.3%.

Brought forward from above: 4 entries; new compounds follow.
For CCNC(=O)NC(=O)CN(C)c1ccccc1F the results were KDM5B inh 11.2%.
`CCC(=O)N1CC(C(N)=O)C2(CCOCC2)C1` (stereo unspecified) gave KDM5B inh -18.9%.
Screening COCCCNC(=O)c1ccc(-n2c(-c3ccccc3)cc3c2CCCCC3)cc1 returned KDM5B inh -15.0%.
`CC(C)c1nnc(C2CN(C(=O)C3CCCCC3)CC23CCOCC3)o1` (stereo unspecified) gave KDM5B inh 11.3%.
Screening CCCCc1ccc(NC(=O)N2CCN(Cc3ccc(Cl)s3)CC2)cc1 returned KDM5B inh 13.4%.
Screening CCc1cccc(C)c1NC(=O)Cn1nc2n(c1=O)CCCC2 returned KDM5B inh 3.2%.
Screening COc1cncc([C@@H](NC(=O)c2ccc3c(c2)CCC3)C2CC(O)C2)c1 (stereo partly specified) returned KDM5B inh 4.5%.
O=C(/C=C/Sc1ccccc1)c1ccc(Br)cc1 was read as KDM5B inh -15.2%.
`Cn1cnc2c1c(=O)n(CCCSCc1cccc3ccccc13)c(=O)n2C` gave KDM5B inh -2.5%.
`CSc1cccc(NC(=O)CN(c2ccccc2)S(=O)(=O)N(C)C)c1` gave KDM5B inh inconclusive.
CC(C)C[C@@H]1N[C@H](C(=O)O)Cc2cn(Cc3nccn3C)c3cccc1c23 was read as KDM5B inh 31.6µM*.
Screening CN(C)c1cccc(C(=O)N2CCC(c3n[nH]c(=O)n3-c3ccccc3)CC2)c1 returned KDM5B inh 3.1%.
CCOc1ccc(C(=O)Nc2cccc(NC(=O)c3ccco3)c2)cc1Cl was read as KDM5B inh inconclusive.

Source: PubChem BioAssay
